Compound activity deposited in PubChem BioAssay by NMMLSC.
LNCaP diff act = LNCaP prostate cell differentiation activation; flow cytometry side scatter, 4 d; side scatter shift, % at 10 µM; 24,000 compounds, 0.56% hits;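 active = side scatter shift above 30%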;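 also: androgen-responsive LNCaP prostate cancer cells in charcoal-stripped serum medium; percent of cells past a gate set so DMSO wells show 10% shift; higher shift means more granular cells and more differentiation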
VLA-4 antagonist = inhibitors of LDV-FITC ligand binding to Mn2+-activated human VLA-4 integrin; Jurkat cells, LDV-FITC binding with Mn2+, flow cytometry; 100% = Mn2+-driven binding gain fully reversed; 24,000 compounds, 0.2% hits; P13612; inhibition, % at 10 µM (by protocol); AID 529;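 active = inhibition above 50%; inconclusive = compound itself fluorescent, judged against control cell fluorescence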;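 also: 0% = Mn2+ stimulated cells lacking compound and 100% = ligand binding without Mn2+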
Target sequence (P13612 whole entry, looked up): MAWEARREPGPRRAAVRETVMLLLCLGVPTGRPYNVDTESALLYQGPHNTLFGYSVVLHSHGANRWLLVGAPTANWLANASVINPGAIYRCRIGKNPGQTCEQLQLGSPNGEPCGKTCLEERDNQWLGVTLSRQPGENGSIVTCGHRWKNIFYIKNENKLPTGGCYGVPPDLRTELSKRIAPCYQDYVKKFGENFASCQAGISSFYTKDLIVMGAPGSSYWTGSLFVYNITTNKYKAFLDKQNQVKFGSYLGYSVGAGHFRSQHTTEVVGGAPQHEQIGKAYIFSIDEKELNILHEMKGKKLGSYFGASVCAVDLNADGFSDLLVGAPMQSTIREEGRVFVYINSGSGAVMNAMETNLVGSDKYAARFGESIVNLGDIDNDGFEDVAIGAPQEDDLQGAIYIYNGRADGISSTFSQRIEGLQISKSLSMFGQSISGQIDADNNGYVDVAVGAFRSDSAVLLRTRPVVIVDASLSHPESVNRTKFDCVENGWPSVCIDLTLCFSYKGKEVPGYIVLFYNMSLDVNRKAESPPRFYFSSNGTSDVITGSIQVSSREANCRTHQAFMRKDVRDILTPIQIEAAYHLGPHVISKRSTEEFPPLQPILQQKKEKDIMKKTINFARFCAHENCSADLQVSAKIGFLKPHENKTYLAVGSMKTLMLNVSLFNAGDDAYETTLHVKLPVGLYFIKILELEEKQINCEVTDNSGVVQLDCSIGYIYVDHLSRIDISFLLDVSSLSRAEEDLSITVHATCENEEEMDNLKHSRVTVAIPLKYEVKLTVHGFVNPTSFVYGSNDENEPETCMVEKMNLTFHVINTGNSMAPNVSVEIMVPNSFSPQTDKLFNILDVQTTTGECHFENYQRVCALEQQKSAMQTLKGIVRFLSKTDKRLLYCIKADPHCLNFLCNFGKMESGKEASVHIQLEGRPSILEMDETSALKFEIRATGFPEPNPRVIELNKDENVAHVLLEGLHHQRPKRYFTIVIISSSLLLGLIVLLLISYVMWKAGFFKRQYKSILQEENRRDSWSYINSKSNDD
Autofluor Jurkat = autofluorescence counter-screen for VLA-4 integrin assays. Jurkat cells, compound autofluorescence, flow cytometry; stronger effect = higher value; 1 = vehicle-only cell background. fluorescence ratio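 (tested at 10 µM compound in the well)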. 24,000 compounds, 0.61% hits. AID 576;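 active = fluorescence ratio above 2.44, which is 1 plus 3 SD of all ratios; inconclusive = signal too bright to measure linearly, ratio around 10 or more; inactive = fluorescence ratio below 2.44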;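 also: green fluorescence of cells measured with 488 nm excitation and 530 nm emission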
VLA-4 allo ag = allosterically activates the human VLA-4 integrin; P13612; 24,000 tested, under 10 active; activation, % at 10 µM (by protocol); Jurkat cells, LDV-FITC binding, flow cytometry;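 active = fluorescent ligand binding to cells raised by more than 40% of the manganese-induced maximum; inconclusive = compound's own fluorescence above 85% of the ligand control signal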;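 also: 0% = ligand binding without compound and 100% = manganese-stimulated maximal binding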
Starred values were filed as active, the others as inactive; ? = inconclusive; nt = not tested or not shown. Only part of the results is shown. The share of hits here may be higher or lower than overall.

SMILES	LNCaP diff act	VLA-4 antagonist	Autofluor Jurkat	VLA-4 allo ag
O=C(c1scc2c1CCCC2)N1CCCCC1	3	1	1.1	-6
O=C(Cn1c(NCCO)nc2ccccc21)c1ccccc1	10	-4	1.1	-1
COc1ccc(NC(=O)c2cc(-c3ccccc3OC)on2)cc1	19	19	1.3	-6
CC(C)(C)OC(=O)N1CCCC1C(=O)N1CCc2ccccc21 (configuration not stated)	15	-9	1	-4
Cc1ccc(C2N(c3cccc(Cl)c3)C(=O)C3CCCN32)o1 (configuration not stated)	9	-5	1	2
O=C(CN1CCN(Cc2ccc3c(c2)OCO3)CC1)N1CCc2[nH]c3ccc(F)cc3c2C1	50*	3	1.1	6
CCOC(=O)Cn1cnc2c(nnn2-c2ccc(OC)cc2)c1=O	11	6	1	6
CC(C)Cc1cc(C(=O)N2CCN(c3ccc(F)cc3)CC2)no1	6	8	0.96	3
COc1ccc(CNC(=O)C2C3C=CC4(CN(Cc5cccnc5)C(=O)C24)O3)cc1 (configuration not stated)	21	-36	1.1	-5
CCOC(=O)CN1C(=O)C(=O)c2cccc(C)c21	11	11	0.98	1
CCCCNC(=O)C1C2C=CC3(CN(Cc4ccccc4Cl)C(=O)C13)O2 (configuration not stated)	4	-27	0.97	4
CCCCc1oc2ccccc2c1C(=O)c1cc(I)c(OCCN(CC)CC)c(I)c1	21	12	1	-22
CC1(C)S[C@@H]2[C@H](NC(=O)Cc3ccccc3)C(=O)N2[C@H]1C(=O)O	4	-14	1	1
O=c1cc(-c2ccccc2Cl)c2c([nH]1)CCC2	11	11	1.2	-2
Cc1ccc(NC(=O)CCc2c(C)nc3ncnn3c2C)cc1	8	-7	1	-3
COc1cccc(-c2nnc(NC(=O)c3ccc(S(=O)(=O)N4CC(C)OC(C)C4)cc3)o2)c1 (configuration not stated)	11	3	0.96	-2
CN(Cc1ccco1)C(=O)C1CCC(=O)N1Cc1ccc(F)cc1 (configuration not stated)	8	2	1	3
COc1cc(C2=NOC(C(=O)N3CCN(c4ccc(F)cc4)CC3)C2)cc(OC)c1OC (configuration not stated)	0	-5	0.98	-4
c1ccc(-c2noc(C3CCCCC3)n2)nc1	5	2	1.1	0
COc1cccc(C2CC(c3ccccc3Cl)n3ncnc3N2)c1 (configuration not stated)	15	6	1.3	-5
CCc1cccc(NC(=O)CCc2nc(-c3cccs3)no2)c1	2	2	1.1	-3
CCOC(=O)N1CCN(C(=O)C2c3cc(OC)c(OC)cc3C(=O)N3CCc4ccccc4C23)CC1 (configuration not stated)	5	-5	1	-1
COc1cc(OC)c(C2N(C)c3ccccc3N2C)cc1OC	5	-12	1.1	-2
CCCNC(=O)Cn1cccc1C(=O)c1ccccc1	5	?	0.87	5
CN1CCN(CCCNC(=O)c2cc3c(=O)n(C)c4ccccc4c3s2)CC1	24	-3	0.99	2
CCOc1ccc2nc(NC(=O)C3CCCN(S(=O)(=O)c4cccs4)C3)sc2c1 (configuration not stated)	7	1	1.1	-9
Cn1c(C(=O)NCC2CCCO2)cc2c(=O)[nH]c3ccccc3c21 (configuration not stated)	6	-19	1.1	6
COc1ccccc1N1CCN(C(=O)CSc2nc3ccccc3c(=O)n2CC2CCCO2)CC1 (configuration not stated)	0	?	1.1	?
Cc1ccc(Cl)cc1N1CCN(C(=O)C2CCC(=O)N2C(C)C)CC1 (configuration not stated)	11	0	1.1	-3
CC1CSc2nnc(CCc3ccccc3)n21 (configuration not stated)	5	1	1	6
COc1cccc(NC(=O)Cn2cnc3sc(C)c(S(=O)(=O)N4CCN(C)CC4)c3c2=O)c1	2	10	1.1	1
COc1ccc(C(=O)C(CO)Oc2ccccc2OC)cc1OC (configuration not stated)	2	-15	1	9
Cc1cccc(NC(=O)c2cnc3n(c2=O)CCS3)c1	11	9	1	-4
Cn1c(=O)c2c(nc(NCCCO)n2C/C=C/c2ccccc2)n(C)c1=O	2	-2	1.1	-2
NC(=O)c1ccc(C2SCC(=O)N2Cc2ccccc2)cc1 (configuration not stated)	8	8	1	-2
CCSc1nnc(NC(=O)c2csc(C)c2)s1	5	-18	1.1	4
COc1ccc(CNC(=O)C2CCN(S(=O)(=O)c3c(C)n[nH]c3C)CC2)cc1	9	-1	1	-6
O=C(c1ccccc1)c1coc2ccc(O)c(CN3CCOCC3)c12	13	-7	1	-1
CC1(C)CC(=O)C=C(NC2CCS(=O)(=O)C2)C1 (configuration not stated)	9	-16	0.94	-2
COc1cccc2cc(C(=O)N3CCC(C)CC3)c(=O)oc12	10	-6	1.2	0
CCN(CC)S(=O)(=O)c1ccc(C(=O)Nc2c3c(nn2C(C)(C)C)CS(=O)(=O)C3)cc1	15	11	0.97	1
Cc1ccc(Cn2nnc(C(=O)Nc3cc(C)ccc3C)c2N)cc1	10	0	1.1	-2
CC(=O)N1C(=O)C2(C(C#N)=C(N)Oc3cc(C)oc(=O)c32)c2ccccc21 (configuration not stated)	8	-10	1	-4
CC(=O)N1CCN(S(=O)(=O)c2ccc(S(=O)(=O)NCC(C)C)cc2)CC1	5	-24	1.1	7
COc1ccc(-n2c(=O)cc(N3CCOCC3)[nH]c2=O)cc1	14	-24	0.86	12
COc1ccc(NC(=O)CSc2nnc(Cc3cccn3C)n2-c2ccc(F)cc2)cc1OC	11	-7	1	-1
C=CCNS(=O)(=O)c1nc(C)c(Cl)c(C)c1C#N	4	0	1.1	4
COc1cccc(-c2nc(-c3ccc(NC(=O)c4cccnc4)cc3)no2)c1	2	7	1.1	-4
C=CCn1c(=O)c2ccccc2n2c(SCC(=O)Nc3cc(C)on3)nnc12	17	2	1.1	-1
O=C(CCCn1c(=S)[nH]c2cc3c(cc2c1=O)OCO3)N1CCN(c2ccc(Cl)cc2)CC1	12	-9	1.2	2
CCOC(=O)CSc1nnc(CNC(=O)c2ccco2)n1C	9	-11	0.97	-9
COc1ccc(C2CC(=O)Nc3ccccc3S2(=O)=O)cc1OC (configuration not stated)	14	-16	1.1	4
CCc1nc(C)ccc1OCC(=O)O	14	-21	1	0
CCOC(=O)CN1c2ccccc2NC(=O)CC1C (configuration not stated)	6	3	1	-1
CCCN1CCN(CCCNC(=O)C2CCCN(c3nc4ccc(OCC)cc4s3)C2)CC1 (configuration not stated)	9	-8	0.94	2
O=C(C1CCN(c2nnc(N3CCCC3=O)s2)CC1)N1CCN(Cc2ccc3c(c2)OCO3)CC1	8	11	1.2	1
COc1cc2[nH]c(=O)n(CCC(=O)NCCC(C)C)c(=O)c2cc1OC	nt	29	1	-4
Cc1nc(CNS(=O)(=O)c2cccnc2)cs1	11	-1	1	3
COc1cccc(C=Nc2cccnc2)c1O	2	-5	1.1	3
Cc1csc(SCCn2c(N3CCOCC3)nc3c2c(=O)[nH]c(=O)n3C)n1	4	3	1	2

Entries listed above shown as hits in LNCaP diff act.
molecule	LNCaP diff act	VLA-4 antagonist	VLA-4 allo ag
O=C(CN1CCN(Cc2ccc3c(c2)OCO3)CC1)N1CCc2[nH]c3ccc(F)cc3c2C1	50*	3	6

Remaining list, next part
SMILES	LNCaP diff act	VLA-4 antagonist	Autofluor Jurkat	VLA-4 allo ag
COc1cccc(C2=NOC(C(=O)N3CCc4ccccc4C3)C2)c1 (configuration not stated)	8	-4	1	-2
COCCNc1cc(C)nc2c(-c3ccccc3OC)c(C)nn12	6	5	1.1	-2
Cn1c(=O)n(CC(=O)NC2CCCCC2)c(=O)c2ccccc21	3	-1	0.97	-6
Cc1ccc2c(c1)NC(=O)C(CC(=O)NCCCN1CCCCC1C)O2 (configuration not stated)	8	-7	1	0
CCN(CC)CCNC(=O)c1ccc(NC(C)=O)cc1	4	-2	1.1	-4
COc1ccccc1N1CCN(C(=O)C2CC=CCC2C(=O)O)CC1 (configuration not stated)	12	-18	1	-4
CC(C(=O)NCCC1=CCCCC1)N1C(=O)c2ccccc2C1=O (configuration not stated)	1	12	0.99	0
Cc1noc(C)c1CSc1nc2cc(S(=O)(=O)N3CCOCC3)ccc2o1	12	-10	1.1	9
O=C(CS(=O)CC(=O)Nc1cccc2c1CCCC2)Nc1ccc(F)cc1 (configuration not stated)	4	-14	1	1
Cc1ccccc1NC(=O)CN(C)S(=O)(=O)c1cccc2cccnc12	8	?	1.3	?
O=C(NCC12CC3CC(CC(C3)C1)C2)c1nn2c(c1Cl)NC(c1ccco1)CC2C(F)(F)F (configuration not stated)	25	55*	1.2	8
COC(=O)C(NS(=O)(=O)c1ccc(NC(C)=O)cc1)C(C)C (configuration not stated)	8	?	1	?
CCCCOC(=O)n1c(SCC(=O)N(CC)CC)nc2ccccc21	15	4	1.1	-3
O=C(CCc1nc(-c2ccccc2F)no1)NCCc1ccccc1Cl	9	41	1.1	-1
COc1ccc(C)cc1NC(=O)CN1CCN(S(=O)(=O)c2ccc(Br)cc2)CC1	4	2	1.1	2
CCC(C)(C)NC(=O)C(OC(=O)c1ccco1)c1ccccc1OC (configuration not stated)	13	-31	1	12
O=C(CNC(=O)Cn1cnc2sc3c(c2c1=O)CCCC3)NCc1ccccn1	6	-2	0.99	10
CCOC(=O)N1CCN(CC(O)COc2c(OC)cccc2OC)CC1 (configuration not stated)	17	2	1.1	-17
CCn1c(SC)nc2c(c1=O)SC(C)C2 (configuration not stated)	6	-15	1.1	0
O=C(CSc1n[nH]c(=O)[nH]c1=O)c1ccccc1	8	-4	1.1	2
COc1cc(NC(=O)C2CC(c3cccc(OC)c3OC)=NO2)cc(OC)c1OC (configuration not stated)	13	4	1.1	-2
CCCCN(CC)CCCNC(=O)c1cc2cc3ccc(OC)cc3nc2o1	23	?	1	?
O=C1C(c2ccc(F)cc2)N(C2CCCCC2)C(=O)CN1C1CCCC1 (configuration not stated)	12	13	1	-6
Cn1c(=O)cc(SCC(=O)NCC2CCCO2)c2ccc(Cl)cc21 (configuration not stated)	6	-7	1.1	-1
C(=N\c1c(-c2ccccc2)nc2n1CCS2)/c1ccccc1	3	-16	0.92	4
CCCN(CCC)S(=O)(=O)c1cc(Br)cc2c1N(C(=O)CC)CC2	8	?	1.1	?
COc1cccc(C2CC(c3ccc(C)cc3)Nc3nc(N)nn32)c1 (configuration not stated)	9	-1	1	4
CCOC(=O)C(C)Sc1nnc(Cc2cc(=O)[nH]c(=O)[nH]2)n1-c1ccc(Cl)cc1 (configuration not stated)	8	0	0.94	-1
O=C(Nc1cccc(C(F)(F)F)c1)c1cc(-c2cccs2)on1	18	0	1	3
Cc1cc(C(=O)NCCCN2CCOCC2)n(-c2ccccc2)n1	3	-10	0.96	-2
CCC(=O)Nc1cccc(-c2nc3ccccc3c(=O)o2)c1	7	-30	1.2	15
Cc1cc(C)n2nc(CC(=O)NC3CCCC(C)C3C)nc2n1 (configuration not stated)	6	-9	0.98	6
COC(=O)CSc1nc(C)c(C(C)=O)cc1C#N	11	-12	1.1	-1
c1ccc(C2(Cn3ccc4ccccc43)OCCO2)cc1	5	-50	1	9
CCOC(=O)N1CCN(c2nc(-c3cccc(OC)c3)cc(C(F)(F)F)n2)CC1	6	-5	1.2	-4
O=C1CCN(C(=O)c2ccccc2)C2CCCCC12 (configuration not stated)	3	-19	0.91	8
CN1C(=O)c2ccccc2C(C(=O)NCC2CCCO2)C1c1c[nH]c2ccccc12 (configuration not stated)	8	14	0.98	-3
COc1cc(C(=O)OCc2cc3ccccc3[nH]c2=O)cc(OC)c1OC	5	8	1.1	1
CCc1cccc(Nc2cc(C)nc3nc(C)nn23)c1	7	11	1	-10
Cc1ccc(CCNC(=O)C2CCN(S(=O)(=O)c3ccc4c(c3)CCC(=O)N4)CC2)cc1	3	-7	1	-1
CCN(CC(=O)Nc1c(C(=O)OC)[nH]c2ccccc12)c1ccc2c(c1)OCO2	18	-2	1.5	-18
COC(=O)C1CCN(c2cc(=O)n(C3CCCCC3)c(=O)[nH]2)CC1	15	-2	1.1	-11

Compound profiles, as listed above. Screens in order: LNCaP diff act	VLA-4 antagonist	Autofluor Jurkat	VLA-4 allo ag
COC(=O)C1CCN(c2cc(=O)n(C3CCCCC3)c(=O)[nH]2)CC1 across the screens: 15	-2	1.1	-11
CN1C(=O)c2ccccc2C(C(=O)NCC2CCCO2)C1c1c[nH]c2ccccc12 (configuration not stated) across the screens: 8	14	0.98	-3
COc1cc(C(=O)OCc2cc3ccccc3[nH]c2=O)cc(OC)c1OC across the screens: 5	8	1.1	1
Cc1ccc(CCNC(=O)C2CCN(S(=O)(=O)c3ccc4c(c3)CCC(=O)N4)CC2)cc1 across the screens: 3	-7	1	-1

Structures shown so far that contain a tert-butyl group (two):
SMILES	LNCaP diff act	VLA-4 antagonist	Autofluor Jurkat	VLA-4 allo ag
CC(C)(C)OC(=O)N1CCCC1C(=O)N1CCc2ccccc21 (configuration not stated)	15	-9	1	-4
CCN(CC)S(=O)(=O)c1ccc(C(=O)Nc2c3c(nn2C(C)(C)C)CS(=O)(=O)C3)cc1	15	11	0.97	1
